CDK5 p35 inh: inhibitors of human CDK5/p35 kinase | Q00535+Q15078 | inhibition, % at 10 µM | Recombinant CDK5/p35, ADP-Glo luminescence, 60 min | AID 488839 | hit rate 0.01% among 330,000;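 active means highest replicate inhibition of at least 50% and at least 75% of replicates reaching 50%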;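 further: plate controls were DMSO neutral control for no effect and GW8510 at 10 µM for full effect; many of its hits are not listed in these tables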
Tat transport: inhibitors of E. coli Tat protein transport | E. coli MC4100 TorA-mCherry Tat export, fluorescence | inhibition, % at 10 µM | hit rate 0.036% among 340,000 | AID 488895;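 active means mean replicate inhibition at least 50% and at least half of replicates individually reaching 50%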;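 further: exported cargo escapes ClpAP degradation while cytoplasmic cargo is degraded and loses fluorescence; 0% = median of neutral control wells and 100% = median of NaSCN control wells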
DAGLB inh: blocks human DAGLB lipase activity; HEK293T DAGLB membrane lysate, EnzChek fluorogenic substrate; inhibition, % at 5.17 µM; hit rate 0.059% among 340,000; AID 504411; in the data active means inhibition above about 34%;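 further: 0% = enzyme with vehicle and 100% = wells lacking enzyme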
AddAB inh: less growth of phage-infected E. coli with AddAB | E. coli expressing H. pylori AddAB, absorbance growth | inhibition, % at 11.9 µM | hit rate 0.29% among 330,000 | AID 435030; in the data active means inhibition above about 12%;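 further: 0% = vehicle wells of infected cells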
phage Ecoli inh: E. coli growth loss with phage present. growth absorbance. inhibition, % at 11.9 µM. hit rate 0.26% among 360,000; in the data active means inhibition above about 11%
PKA-R1A activ: activates the PKA-R1A holoenzyme complex; P00514+P68181; PKA-R1A dissociation, Cy5-IP20 fluorescence polarization; scaled: DMSO 0%, 113 µM cGMP 100%; activation, % at 11.4 µM; hit rate 0.083% among 340,000;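 active means percent activation above the mean of all tested compounds plus 3 SD, cut at about 19% in these data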;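 further: higher means more PKAc released from R1A so a rise in polarization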
Mot1-301 SUMO: SUMOylation pathway inhibition by Mot1-301 growth rescue | AID 2716 | S. cerevisiae Mot1-301 growth rescue, ATP luminescence, 38.5C; percent above DMSO median, 100 means doubled | growth rescue, % at 18.8 µM | hit rate 1% among 320,000;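 active means every valid replicate shows activation above 250% relative to neutral control wells; inactive means the rest, any valid replicate at or below 250%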;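 further: OY570 slx delta 5 strain wells were the positive control but not used for scaling; some compounds called inactive have numbers as strong as hits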
HTR5A inv ctr: counter-screen for OPRM1-OPRD1 inverse agonists: human HTR5A inverse agonism; HTR5A cell line, luminescence; inhibition, % at 9.3 µM; hit rate 0.083% among 340,000; AID 504634; in the data active means inhibition mostly above about 23%, no sharp cut-off; inactive means mostly below about 18%;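 further: 0% = cells with DMSO and 100% = no-cell wells with DMSO; some compounds called inactive have numbers as strong as hits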
Target sequence (P47898 whole entry, looked up): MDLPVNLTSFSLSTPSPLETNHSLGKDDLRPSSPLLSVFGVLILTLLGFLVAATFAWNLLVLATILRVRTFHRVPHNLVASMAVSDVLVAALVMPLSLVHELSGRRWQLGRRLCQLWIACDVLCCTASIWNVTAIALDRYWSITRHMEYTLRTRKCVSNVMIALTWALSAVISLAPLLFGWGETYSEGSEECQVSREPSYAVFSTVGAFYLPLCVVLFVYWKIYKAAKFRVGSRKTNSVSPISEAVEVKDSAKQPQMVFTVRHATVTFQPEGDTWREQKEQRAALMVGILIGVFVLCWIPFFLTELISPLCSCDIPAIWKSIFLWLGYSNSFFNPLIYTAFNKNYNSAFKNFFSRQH
PKA-R2B activ: PKA-R2B complex activation; PKA-R2B holoenzyme dissociation, Cy5-IP20 fluorescence polarization; R2B truncated from residue 108, S112A mutant; 0% DMSO only, 100% 113 µM cGMP; activation, % at 11.4 µM; hit rate 0.079% among 340,000; AID 504700;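 active means activation above a cutoff set at the mean over all compounds plus 3 SD, cut at about 18% in these data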;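 further: higher means more holoenzyme dissociation and a rise in polarization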
Target sequence (P31323 whole entry, looked up, other chains not shown, the tested form may be a part): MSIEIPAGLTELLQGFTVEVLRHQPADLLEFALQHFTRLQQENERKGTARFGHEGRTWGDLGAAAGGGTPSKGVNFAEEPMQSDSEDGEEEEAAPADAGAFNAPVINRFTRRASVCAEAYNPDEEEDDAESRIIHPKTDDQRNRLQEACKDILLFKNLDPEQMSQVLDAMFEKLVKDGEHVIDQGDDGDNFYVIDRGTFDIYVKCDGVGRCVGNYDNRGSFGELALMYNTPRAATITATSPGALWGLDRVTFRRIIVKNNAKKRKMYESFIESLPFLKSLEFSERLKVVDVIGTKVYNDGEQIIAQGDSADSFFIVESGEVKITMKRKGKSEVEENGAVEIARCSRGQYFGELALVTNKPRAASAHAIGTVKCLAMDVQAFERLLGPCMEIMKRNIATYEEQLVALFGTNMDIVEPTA
HTR5A ag: HTR5A agonism, opioid heterodimer counter-screen; P47898; HTR5A agonist assay, luminescence, cell-based; activation, % at 9.3 µM; hit rate 0.61% among 340,000; AID 504692; in the data active means activation mostly above about 9.5%, no sharp cut-off; inactive means mostly below about 7.6%;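 further: 0% = cells with vehicle only and 100% = reference agonist; strong numbers were not always called active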
Ecoli viability: reduces bacterial viability in AddAB counter-screen; E. coli V3065 growth, OD600 absorbance, 18 h; inhibition, % at 11.9 µM; hit rate 0.27% among 330,000; AID 449728;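 active means inhibition above the campaign's mean inhibition across all tested compounds plus 3 SD, cut at about 9.9% in these data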;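 further: uninfected addAB+ strain grown without phage in ampicillin broth; 0% = DMSO wells and 100% = ciprofloxacin 0.95 µg/ml wells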
Numbers without * were called inactive; nt = not tested or not shown.

Order of results: CDK5 p35 inh	Tat transport	DAGLB inh	AddAB inh	phage Ecoli inh	PKA-R1A activ	Mot1-301 SUMO	HTR5A inv ctr	PKA-R2B activ	HTR5A ag	Ecoli viability
1) CCN(c1ccccc1C(=O)O)S(=O)(=O)c1cccc2nsnc12
  -0.1	-5.1	-1.1	2.3	3.0	-6.6	-14.9	-6.5	-2.0	1.8	0.6
2) O=C(Nc1cccc(Cl)c1)C1C2C=CC3(O2)C1C(=O)N(CCCN1CCCCC1)C3C(=O)NC1CCCCC1 (stereo unspecified)
  -0.6	0.5	2.0	1.7	0.9	-9.5	399.2	-3.7	-0.8	1.4	-0.4
3) CCOC(=O)c1c(C)[nH]c(C(=O)OCC(=O)NC2CCS(=O)(=O)C2)c1C (stereo unspecified)
  1.9	-4.4	2.8	3.0	1.6	-2.6	-18.4	8.7	-5.9	-3.1	0.1
4) COC(=O)c1sc2ccccc2c1-n1cccc1C(=O)C(=O)Nc1ccc(OC)cc1
  -0.4	-4.9	-5.0	1.1	-3.6	-3.1	6.9	-7.8	4.1	-4.5	0.3
5) CSc1ccccc1NC(=O)COC(=O)/C=C/c1ccco1
  -1.2	-0.9	-6.8	-0.6	nt	-9.7	20.5	9.8	-14.9	-2.4	0.3
6) Cc1oc(-c2ccccc2F)nc1CS(=O)(=O)CC(=O)N1CCN(Cc2ccccc2)CC1
  0.7	-6.6	-0.4	1.5	3.8	-5.2	-4.7	-1.8	-4.2	0.6	-0.4
7) CC1CC(C)(C)NC(=S)N1CCCC(=O)N1CCN(c2ccccc2F)CC1 (stereo unspecified)
  -1.1	-6.8	-0.5	-1.6	2.1	-14.7	-21.9	-6.7	0.9	2.8	-0.6
8) CN1CCN(CC(=O)Nc2ccccc2Sc2ccccc2)CC1
  2.7	1.0	-2.4	0.4	0.1	-6.2	-0.7	-3.1	-1.2	1.1	-1.7
9) Cc1ccc(S(=O)(=O)N2CCCCC2)cc1C(=O)N1CCCCCC1
  -0.9	-6.8	0.6	1.4	3.3	1.4	-10.8	-4.6	2.5	-2.4	-1.1
10) CCNC(=S)N1CCN(c2ccc([N+](=O)[O-])cc2)CC1
  -0.9	4.1	-0.2	2.3	2.5	3.1	3.9	-2.0	-12.7	-0.5	-0.1
11) Cc1ccc(C(=O)NCC(=O)OCC(=O)c2ccc3c(c2)NC(=O)CO3)cc1C
  0.1	-2.4	1.9	4.5	1.2	7.2	0.0	14.0	-3.3	-5.7	0.0
12) O=C(ON=C1CCN(S(=O)(=O)c2ccccc2)CC1)c1ccc(Cl)cc1
  -3.8	0.5	-1.0	1.8	1.4	6.8	-2.9	11.4	8.4	2.5	2.1
13) COc1ccc(-c2nnc(SCc3cccc(C#N)c3)o2)cc1
  3.2	-7.1	-2.9	1.6	2.8	-5.9	-7.8	-10.7	-5.5	5.2	2.2
14) CCOc1ccc(S(=O)(=O)N2CCOCC2)cc1NS(=O)(=O)c1ccc(OC)c([N+](=O)[O-])c1
  1.2	2.8	3.4	1.9	0.1	-0.2	-5.9	5.6	-6.2	5.7	0.7
15) Cc1ccc(S(=O)(=O)N/N=C/c2cccc3c2OCCO3)cc1
  0.9	-2.3	-0.2	2.0	2.8	-12.9	1.5	-5.1	-0.3	1.9	2.4
16) CCOC(=O)N1CCN(S(=O)(=O)CCNC(=O)c2cccc(OC)c2)CC1
  -0.4	3.8	-2.1	-0.6	6.7	-4.3	-9.6	13.4	-11.5	-5.5	-2.6
17) Cc1ccc(-c2cc(C(=O)Nc3ccccn3)c3ccccc3n2)o1
  0.3	-0.7	0.8	0.8	-0.1	15.3	10.8	21.3	-0.8	-0.4	2.2
18) COc1cc(OC)c(OC)cc1/C=C(\C#N)C(=O)NCc1cccs1
  0.8	-8.4	3.2	nt	-1.5	-1.0	-6.9	-13.9	-17.0	4.0	nt
19) O=C(NCc1ccc2c(c1)OCO2)c1cc2ncc(Br)cn2n1
  0.5	0.4	-3.0	4.0	1.3	-6.2	638.5	10.3	-4.0	2.7	0.4
20) O=C(O)c1cc(-c2ccc(/C=N/NC(=S)Nc3ccccc3)o2)ccc1Cl
  0.2	-5.4	nt	0.7	0.8	nt	-0.3	nt	nt	nt	-0.5
21) CCOC(=O)c1[nH]c(C)c(CN(CCc2ccccc2)C(=O)CCC(=O)O)c1C
  1.3	-4.9	1.9	2.5	0.8	7.0	-14.3	-26.0	-4.6	-1.6	-0.7
22) CCN1/C(=C2\SC(=S)N(Cc3ccccc3)C2=O)Sc2ccccc21
  -1.6	14.5	-1.4	4.8	4.3	-7.9	-13.6	18.1	-9.1	2.5	-1.4
23) O=C(CCC(=O)N1CCCC1)Nc1ccc([N+](=O)[O-])cc1
  0.7	4.2	0.6	2.3	-0.8	-5.1	5.6	-5.7	7.0	2.2	1.4
24) COc1ccc(CCNC(=O)CSc2nc3sc(C(=O)O)c(C)c3c(=O)[nH]2)cc1OC
  0.4	-2.8	0.3	-1.6	1.2	8.3	5.6	-15.7	3.0	1.1	1.0
25) CCOc1ccc(C(=O)NC(=S)Nc2ccccc2OC)cc1[N+](=O)[O-]
  1.3	-2.8	-3.1	-1.6	2.0	-3.1	0.3	-35.2	-6.9	0.7	-1.0
26) COCCn1c(SCC(=O)Nc2cccc(C)n2)nnc1-c1ccco1
  -3.6	2.3	0.7	3.7	3.5	0.7	-19.9	0.5	-2.3	-1.5	2.6
27) COc1ccc(NC(=O)CCCN2C(=O)/C(=C\c3ccco3)SC2=S)cc1
  0.3	-0.8	3.0	0.5	3.2	-2.0	-13.4	3.0	-5.3	-1.1	-2.8
28) CCCCN(CCCNC(=O)c1ccc(CS(=O)(=O)c2ccc(OC)cc2)o1)Cc1ccccc1
  0.8	-3.0	0.5	1.4	1.6	-6.7	-16.6	-22.1	1.6	-1.3	1.5
29) Cc1cccc(C(=O)Nc2ccc(O)cc2)c1
  3.0	-3.5	-0.8	-1.3	0.8	0.4	17.2	8.1	-9.5	-2.2	1.3
30) COc1ccc(Nc2nc(N3CCCC3)nc3ccccc23)c(OC)c1
  -1.3	2.8	2.0	2.0	5.1	14.1	1.7	5.9	-3.6	-4.6	-0.3
31) CC(=O)Nc1ccc(Nc2nc(-c3ccccc3)nc3ccccc23)cc1
  -7.8	-6.2	1.6	0.3	0.1	-1.6	4.0	14.6	1.1	-5.5	-1.2
32) CCN(CC)C(=O)C1CCCN(Cc2ccccc2C(F)(F)F)C1 (stereo unspecified)
  -0.7	-3.0	-2.0	1.2	2.0	1.0	0.8	6.0	0.8	6.8	1.2
33) Cc1ccc(-c2cc(C(=O)N/N=C\c3cnn(C)c3C)c3ccccc3n2)cc1C
  -0.5	4.4	-2.0	0.6	1.9	-12.7	-6.7	-4.9	0.7	-3.5	0.5
34) CCN(CC)CCn1c2c(c(SCC(=O)Nc3nc(C)cs3)nc1=O)CCCC2
  -1.6	-2.2	1.5	2.2	0.9	-7.5	9.5	1.0	3.9	2.0	1.4
35) O=S(=O)(c1cccc2cccnc12)N1CCN(c2ccc(F)cc2)CC1
  0.1	2.8	-1.9	0.8	-0.9	4.5	-26.5	3.4	-15.9	-1.3	0.8
36) O=C(NCC1CCCCC1)c1cc2ccccc2cc1O
  0.1	-1.1	-2.5	6.2	7.5	-5.2	-5.5	-33.7	-0.9	9.1	3.2
37) Cc1ccc(-n2ncc3c(NCc4cccnc4)ncnc32)cc1C
  1.1	-4.1	-1.7	2.9	0.2	-11.0	26.3	11.5	-3.3	-3.0	-0.3
38) Nc1ccc(S(=O)(=O)Nc2ccnn2-c2ccccc2)cc1
  0.1	-5.0	1.2	-2.3	2.7	0.2	3.6	-31.0	5.0	0.8	0.2
39) Cc1nn(CCC(=O)NNC(=S)Nc2ccc(F)cc2)c(C)c1[N+](=O)[O-]
  -1.3	4.4	1.8	-0.5	2.3	-4.6	123.1	3.3	-6.1	-3.7	-1.8
40) O=C(N/N=C/c1cccnc1)c1ccc(Cl)c(Cl)c1
  -0.2	11.0	4.2	4.5	3.8	6.8	33.1	0.1	3.8	0.9	3.6
41) CCN(CC)S(=O)(=O)c1ccc(C(=O)NCC(c2cccs2)N2CCOCC2)cc1 (stereo unspecified)
  -2.5	7.8	-0.6	0.6	2.7	13.6	237.7	15.0	-8.0	6.9	2.2
42) O=C(O)C1CC(=O)N(CCOc2ccccc2)C1 (stereo unspecified)
  0.7	1.3	0.8	-0.1	3.8	-6.8	-8.8	-9.9	-12.0	2.7	-0.9
43) COc1ccc(NC(=O)CCN2C(=O)c3ccccc3S2(=O)=O)c(OC)c1
  0.9	-1.3	-2.7	1.4	3.2	-10.3	-2.2	-10.7	1.4	3.0	0.8
44) CC1(C)C(=O)OC(c2ccccc2)C2(CCCC2)C1=O (stereo unspecified)
  0.5	-2.6	-5.8	-1.0	3.4	4.2	-3.7	-24.9	-2.3	2.6	-0.8
45) O=[N+]([O-])c1ccc(S(=O)(=O)NNC(=S)NCCc2ccccc2)cc1
  1.2	5.2	4.7	3.5	1.0	8.9	36.7	9.2	4.3	-1.6	2.1
46) CCOC(=O)C1=NN(c2ccccc2C)C2=NC(C)=C(C(=O)OC)C(c3cccc(OC)c3)N12 (stereo unspecified)
  -2.5	6.6	-7.9	-2.3	1.5	4.3	35.6	-7.6	6.2	6.5	0.3

Quoted from the listing:
AddAB inh result of CC1(C)C(=O)OC(c2ccccc2)C2(CCCC2)C1=O (stereo unspecified) reads -1.0
PKA-R2B activ result of O=C(N/N=C/c1cccnc1)c1ccc(Cl)c(Cl)c1 reads 3.8

Assay outcomes: PubChem, several laboratories

Compounds as they come; any-hit rate near 2.3%.
